# Source: PubChem BioAssay (Southern Research Specialized Biocontainment Screening Center)
# Salmonella PhoP GFP: Inhibition of PhoP regulon, Salmonella typhi GFP reporter cells, confirmation, 4 h (AID 1850) | Salmonella Typhi PhoP-promoter GFP reporter, fluorescence, 4 h; higher % means a stronger effect | inhibition, % at 50 µM, or IC50 in µM where a hit was titrated | actives 0.33% (n = 310,000); in the data active = a potency from the dose series; inconclusive = inhibition mostly from about 25% at the one dose, without a potency; inactive = the rest, 99 in 100 with inhibition below about 19%;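 also: 0% = induced wells with vehicle and 100% = uninduced wells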
# H37Rv inhibition: M. tuberculosis growth inhibition, HTS (AID 449762). M. tuberculosis H37Rv growth inhibition, 7H9 media; higher % means a stronger effect. inhibition, % at 25 µM, or IC50 in µM where a hit was titrated. actives 0.59% (n = 330,000); in the data active = a potency from the dose series; inconclusive = inhibition above about 70% without an active follow-up result;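 also: bacterial growth assessed after seven days of incubation; strong numbers were not always called active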
# M. tuberculosis: growth inhibition of non-replicating M. tuberculosis (AID 488890); Mycobacterium tuberculosis non-replicating, growth inhibition; higher % means a stronger effect; inhibition, % at 25 µM, or IC50 in µM where a hit was titrated; actives 0.39% (n = 320,000); in the data active = a potency from the dose series; inconclusive = inhibition mostly from about 82% at the one dose, without a potency; inactive = the rest, 99 in 100 with inhibition below about 76%;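 also: plate controls were DMSO cells for no effect and high antibiotic wells for full effect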
# inhibitors of VEEV: inhibitors of VEEV TC-83 cytopathic effect, confirmation, Vero cells (AID 588727); Vero cells, VEEV TC-83 cytopathic effect inhibition; higher % means a stronger effect; inhibition, % at 20 µM; hits with a dose series show IC50 in µM; actives 0.13% (n = 350,000); in the data active = a potency from the dose series; inconclusive = inhibition mostly from about 14% at the one dose, without a potency; inactive = the rest, 99 in 100 with inhibition below about 12%; also: strong numbers were not always called active
# influenza NS1A: H1N1 influenza NS1A inhibitors, functional cell based assay (AID 504329) | NS1A functional cell-based assay, percent inhibition; higher % means a stronger effect | inhibition, % at 12.5 µM; hits with a dose series show IC50 in µM | actives 0.3% (n = 340,000); in the data active = a potency from the dose series; inconclusive = inhibition above about 27% without an active follow-up result; also: strong numbers were not always called active
# inhibitors of VEEV 10K pilot screen: further read-out of inhibitors of VEEV, marked with its call; inhibition, %; measured here: 10K pilot screen inhibition
# Numbers without * were called inactive; i = inactive; ? = inconclusive; . = no result given.
SMILES,Salmonella PhoP GFP,H37Rv inhibition,M. tuberculosis,inhibitors of VEEV,influenza NS1A,others
Cc1ccc(C(=O)NCCCNC(=O)c2ccccn2)cc1,-1.6%,-11.1%,-7.6%,0.7%,8.2%,
CCn1c(SCC(=O)Nc2ccccc2N2CCCCC2)nc2c1c(=O)n(C)c(=O)n2C,7.1%,-5.3%,17.1%,5.4%,1.0%,
CCn1c(SCC(=O)N2CCCC2)nc2c(c1=O)SCC2,-12.3%,7.3%,5.5%,2.9%,-8.0%,
COC(=O)C1=C(c2ccc(S(C)(=O)=O)cc2)C[C@@H]2CC[C@H]1N2C(=O)NCCS(C)=O (stereo not given in full),-1.5%,0.8%,-4.6%,i,9.0%,
CC(=O)NS(=O)(=O)c1ccc2c(c1)C(=O)c1cc(S(=O)(=O)NC(C)=O)ccc1-2,7.3%,-1.1%,-10.4%,0.5%,0.7%,
CC1(NC(=O)Cc2c(F)cccc2Cl)CCS(=O)(=O)C1 (stereo not given),.,-1.9%,-6.7%,1.0%,-14.2%,
COc1ccc(OC)c(NS(=O)(=O)c2cccc3cccnc23)c1,3.6%,6.6%,-7.9%,2.0%,1.1%,
Cc1cnc(C(=O)OCc2c(C)cc(C(C)(C)C)cc2C)cn1,-5.5%,10.7%,49.8%,0.1%,3.7%,
O=C(Cn1nnc(-c2ccccc2NC(=O)c2cccs2)n1)Nc1ccccc1,-9.8%,-8.0%,2.7%,i,-14.8%,
COc1cc(NC(=O)C2C3CCC(O3)C2C(=O)O)cc(OC)c1 (stereo not given),-8.6%,8.3%,6.3%,2.1%,-8.2%,
COc1cc2ccccc2cc1C(=O)Nc1ccc2oc(=O)ccc2c1,-14.8%,10.3%,-7.1%,1.7%,2.4%,
Cc1ccc(Nc2nc(=O)c3cccnc3s2)c(Br)c1,-10.3%,-5.0%,25.9%,>25µM*,-1.6%,
COc1ccc(OC)c(S(=O)(=O)N2CCN(C)CC2c2ccccc2)c1 (stereo not given),.,2.7%,-8.3%,0.3%,-2.0%,
c1ccc2c(c1)CCN(CCCNc1nc3ccccc3n3cnnc13)C2,.,.,.,1.6%,-10.7%,
CCN(C(=O)COC(=O)CCn1c(C)csc1=O)c1c(N)n(Cc2ccccc2)c(=O)[nH]c1=O,.,4.0%,9.6%,2.1%,-4.5%,
N#Cc1ccc(C(=O)N2Cc3cnnn3-c3ccccc3C2C#N)cc1 (stereo not given),.,.,.,0.1%,2.2%,
CCc1ccc(CN(C(=O)c2cc3ccccc3oc2=O)C2CCS(=O)(=O)C2)cc1 (stereo not given),-0.4%,8.8%,7.5%,1.9%,-0.8%,
CC1CCCN(CCCNC(=O)c2ccc3c(c2)N(Cc2ccc(F)cc2)C(=O)c2ccccc2S3=O)C1 (stereo not given),-2.2%,-2.7%,39.6%,i,6.7%,
CC(=O)NS(=O)(=O)c1ccc(NC(=O)c2ccc(-n3nc(C)cc3C)cc2)cc1,10.1%,2.1%,-0.1%,0.2%,-3.5%,
COC(=O)c1ccc(CSc2nc3cc(Cl)ccc3o2)cc1,5.9%,95.8%,?,5.1%,3.7%,inhibitors of VEEV 10K pilot screen=1.0
Cn1c(=O)c2c(nc(NCC3CCCC(CN)C3)n2Cc2ccc(Cl)cc2Cl)n(C)c1=O (stereo not given),-3.5%,4.9%,71.8%,3.6%,2.9%,
Cc1cc(NC(=O)Cn2ccc([N+](=O)[O-])n2)no1,-5.7%,6.6%,-4.7%,1.5%,-2.6%,
NS(=O)(=O)c1ccc(CNC(=O)c2cc(=O)[nH]c3ccccc23)cc1,-7.3%,-1.0%,-7.7%,i,8.3%,
CCOC(=O)CC1=C(C#N)C(c2cccnc2)C(C(=O)OCC)=C(N)O1 (stereo not given),6.4%,-0.1%,0.0%,2.4%,2.3%,
CCCCNC(=S)N1CCN(C)CC1,1.8%,-5.0%,-5.5%,1.9%,-1.3%,
# Next results
SMILES,Salmonella PhoP GFP,H37Rv inhibition,M. tuberculosis,inhibitors of VEEV,influenza NS1A,others
COc1ccc(NC(=O)NC2CCCc3ccccc32)cc1 (stereo not given),-8.6%,4.3%,-3.1%,7.0%,-8.3%,
CCOc1ccc(N2C(=O)c3cccnc3C2Nc2ccc(F)cc2)cc1 (stereo not given),10.1%,-7.8%,1.3%,2.4%,6.6%,
COc1cc(NC(=O)c2cc3c(C)nc4ccccc4c3o2)cc(OC)c1OC,5.7%,-4.9%,0.4%,8.8%,-18.6%,
O=C(Cc1ccccc1)N/N=C/c1cc(Br)cs1,-9.8%,7.7%,-4.6%,0.4%,4.1%,
O=C(NCC(=O)N1CCN(c2cccc(Cl)c2)CC1)c1ccc(Br)o1,6.6%,10.9%,-4.0%,1.7%,-3.2%,
CCOC(=O)c1nc(C)n(-c2cc(Cl)cc(Cl)c2)n1,-4.4%,14.4%,29.7%,1.1%,-0.1%,
CCOC(=O)Cn1c(=O)c2c(nc3n2CC(C)CN3Cc2ccccc2)n(C)c1=O (stereo not given),5.4%,7.6%,5.4%,0.1%,12.3%,
O=C(CSc1nnc(CNc2ccc(F)cc2)n1Cc1ccco1)NC1CC1,7.2%,-5.8%,-1.8%,0.8%,-2.4%,
COc1cccc(-c2nc(CS(=O)CC(=O)NC(C)CCc3ccccc3)c(C)o2)c1 (stereo not given),3.8%,5.7%,14.8%,1.1%,6.9%,
COC(=O)c1c(NC(=O)CCc2ccc(C)o2)sc(C)c1C,1.9%,43.8%,53.4%,2.0%,3.4%,
O=C(CCC1CCCN(c2ncccn2)C1)N1CCN(c2ccccn2)CC1 (stereo not given),-3.5%,-0.3%,-9.8%,1.0%,11.3%,
CC1CCCN(C(=O)Cc2cn(Cc3cccc(Cl)c3)c3ccccc23)C1 (stereo not given),2.9%,5.5%,3.9%,i,10.7%,
COC(=O)c1ccccc1NC(=O)C1CC(=O)N(c2ccc(OC)cc2)C1 (stereo not given),-18.7%,2.5%,2.3%,3.0%,7.3%,
CC[C@@H](C)[C@@H]1CN([C@@H](C)CN2CCC[C@H]2CN2C(N)=NC[C@@H]2Cc2ccccc2)C(=N)N1CCc1ccc(Cl)c(Cl)c1,.,?,?,1.7%,3.2%,inhibitors of VEEV 10K pilot screen=1.7
COc1ccc(-n2c(SCC(=O)N(C)C3CCS(=O)(=O)C3)nc3ccc(O)cc3c2=O)cc1OC (stereo not given),.,3.2%,6.6%,6.1%,6.9%,
COc1ccc(OC)c(-c2cc(-c3cccnc3)nc(N)c2C#N)c1,-0.7%,6.6%,7.8%,9.5%,-4.8%,
CCCNC(=O)N1CCC(C(=O)c2cccc(F)c2)CC1,-5.4%,-11.5%,-7.8%,i,1.7%,
c1ccc(CSc2ccc(-c3ccc4c(c3)OCO4)nn2)cc1,-23.5%,1.6%,31.3%,i,12.3%,
Cc1cc(N2CCN(c3cccc(C)c3C)CC2)nc(-c2ccccc2)n1,1.2%,21.6%,3.0%,i,-2.4%,
O=C(N/N=C/c1ccc(Cl)cc1Cl)c1ccc(-n2cnnn2)cc1,.,-4.8%,-9.0%,i,-15.6%,
O=C(O)c1ccccc1C(=O)Nc1cccc([N+](=O)[O-])c1,-3.1%,2.9%,-12.5%,1.8%,2.0%,
Cc1cccc(NS(=O)(=O)c2nnc(NC(=O)c3cccc(C)c3)s2)c1,-2.5%,3.8%,34.8%,2.1%,9.1%,
CCC1(C)Cc2c(sc3nnn(CC(=O)Nc4ccc(C)cc4)c(=O)c23)CO1 (stereo not given),3.1%,-0.5%,3.6%,2.4%,3.8%,
O=C(CN1C(=O)NC2(CCCCC2)C1=O)N1CCN(S(=O)(=O)c2ccccc2)CC1,2.5%,-6.2%,-1.3%,2.8%,-6.0%,
c1ccc(OCc2nn3c(Cn4cnc5ccccc54)nnc3s2)cc1,8.9%,-4.4%,19.6%,0.3%,1.0%,
# Additional results follow.
SMILES,Salmonella PhoP GFP,H37Rv inhibition,M. tuberculosis,inhibitors of VEEV,influenza NS1A,others
COc1ccc(C(c2nnnn2Cc2ccccc2)N2CCN(C(=O)c3ccco3)CC2)cc1 (stereo not given),1.6%,-1.0%,60.7%,6.8%,-5.4%,
Cc1ccc(C(=O)CN(Cc2ccccc2)C2=NCCS2)cc1,-7.3%,16.5%,28.1%,i,2.5%,
O=C(COC(=O)c1ccco1)Nc1ccc2c(c1)OCO2,-0.1%,5.2%,19.3%,1.1%,-15.1%,
COc1ccc(N2C(=O)CCC2(C#N)c2ccc(OC)cc2)cc1 (stereo not given),-4.3%,-0.2%,7.1%,i,-7.0%,
CCOC(=O)N1CCC(NC(=O)Cn2ncc3c4ccccc4n(C)c3c2=O)CC1,.,.,.,0.3%,-10.1%,
COc1ccc(/C=N/NC(=S)NC2CCS(=O)(=O)C2)cc1OC (stereo not given),-10.2%,-2.3%,5.8%,i,7.8%,
O=c1[nH]c(C2C3CC4CC(C3)CC2C4)nc2ccccc12 (stereo not given),2.8%,7.8%,21.6%,i,-0.5%,
NC(=O)NOCc1ccccc1F,3.0%,-5.4%,-15.7%,1.1%,.,
Cn1ncc([N+](=O)[O-])c1C(=O)n1nnc2ccccc21,.,.,.,0.9%,6.8%,
Cc1ccc(-n2ncc3c(=O)n(CC(=O)N4CCN(c5ccccc5)CC4)cnc32)cc1C,9.0%,1.3%,-4.9%,0.7%,-2.9%,
O=C(NCCCN1CCOCC1)c1cccc(S(=O)(=O)Nc2ccc(F)cc2)c1,.,-8.4%,-18.5%,1.4%,-1.6%,
FC(F)(F)c1nnc2ccc(Cl)nn12,-28.9%,?,1.56µM*,1.5%,-1.4%,
CCc1c(C)nc(N2CCN(Cc3ccc4c(c3)OCO4)CC2)[nH]c1=O,-7.9%,5.4%,30.8%,0.6%,0.3%,
Cc1ccc2cn[nH]c2c1N,0.5%,-1.2%,-20.2%,0.5%,-3.8%,
CCN(CC)CCN1C(=O)C(=O)/C(=C(/O)c2ccc3c(c2)CC(C)O3)C1c1ccc(OC)cc1 (stereo not given),-0.1%,6.2%,0.4%,4.0%,2.5%,
COc1cc(/C=N/Nc2nncn2N)ccc1OCc1c(C)no[n+]1[O-],-9.2%,0.3%,33.3%,3.5%,4.7%,
CCCCOc1cccc(C(=O)N(Cc2cccs2)C2CCS(=O)(=O)C2)c1 (stereo not given),12.6%,1.6%,2.5%,i,5.5%,
CCCN1C(=O)C(Cc2nc3ccccc3c(=O)n2-c2ccccc2)c2cc(C)ccc21 (stereo not given),-0.9%,4.5%,40.9%,0.2%,12.4%,
CSc1cccc(NS(=O)(=O)c2ccc(-c3coc(C)n3)cc2)c1,-2.8%,4.6%,-1.4%,0.7%,32.9%,

# Some of these compounds in order of SMILES length, smallest number first:
SMILES,Salmonella PhoP GFP,H37Rv inhibition,M. tuberculosis,inhibitors of VEEV,influenza NS1A,others
COc1ccc(NC(=O)NC2CCCc3ccccc32)cc1 (stereo not given),-8.6%,4.3%,-3.1%,7.0%,-8.3%,
Cc1ccc(Nc2nc(=O)c3cccnc3s2)c(Br)c1,-10.3%,-5.0%,25.9%,>25µM*,-1.6%,
CCn1c(SCC(=O)N2CCCC2)nc2c(c1=O)SCC2,-12.3%,7.3%,5.5%,2.9%,-8.0%,
CCOc1ccc(N2C(=O)c3cccnc3C2Nc2ccc(F)cc2)cc1 (stereo not given),10.1%,-7.8%,1.3%,2.4%,6.6%,
Cc1cc(N2CCN(c3cccc(C)c3C)CC2)nc(-c2ccccc2)n1,1.2%,21.6%,3.0%,i,-2.4%,
O=C(NCC(=O)N1CCN(c2cccc(Cl)c2)CC1)c1ccc(Br)o1,6.6%,10.9%,-4.0%,1.7%,-3.2%,
O=C(Cn1nnc(-c2ccccc2NC(=O)c2cccs2)n1)Nc1ccccc1,-9.8%,-8.0%,2.7%,i,-14.8%,
CCOC(=O)CC1=C(C#N)C(c2cccnc2)C(C(=O)OCC)=C(N)O1 (stereo not given),6.4%,-0.1%,0.0%,2.4%,2.3%,
NS(=O)(=O)c1ccc(CNC(=O)c2cc(=O)[nH]c3ccccc23)cc1,-7.3%,-1.0%,-7.7%,i,8.3%,
CCOC(=O)Cn1c(=O)c2c(nc3n2CC(C)CN3Cc2ccccc2)n(C)c1=O (stereo not given),5.4%,7.6%,5.4%,0.1%,12.3%,
COc1cccc(-c2nc(CS(=O)CC(=O)NC(C)CCc3ccccc3)c(C)o2)c1 (stereo not given),3.8%,5.7%,14.8%,1.1%,6.9%,
Cc1ccc(-n2ncc3c(=O)n(CC(=O)N4CCN(c5ccccc5)CC4)cnc32)cc1C,9.0%,1.3%,-4.9%,0.7%,-2.9%,
CCN(C(=O)COC(=O)CCn1c(C)csc1=O)c1c(N)n(Cc2ccccc2)c(=O)[nH]c1=O,.,4.0%,9.6%,2.1%,-4.5%,
